Compound activity as filed in PubChem.
LYP inhibition: inhibitors of LYP phosphatase, biochemical, fluorescence intensity, uHTS (AID 1779). recombinant LYP phosphatase, fluorescence intensity; higher % means a stronger effect. inhibition, % at 11.5 µM, or IC50 in µM where a hit was titrated. 0.054% of 290,000 active; in the data active = inhibition above about 50%;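 note: plate controls were vehicle with enzyme for no effect and no enzyme for full effect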
Lipid droplet: hepatic lipid droplet formation modulation; AML12 mouse hepatocytes, oleate lipid droplets, BODIPY imaging; inhibition, % at 6.5 µM; 0.4% of 240,000 active;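 active = lipid droplet intensity inhibited by at least 50%, with more than 500 cells counted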
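System: AML12 hepatocytes (mouse). Probe or stimulus: oleic acid at 100 µM to induce lipid droplet formation. Times: overnight treatment with compound plus oleate. Detection: Image-based BODIPY and DAPI two-channel analysis. Evaluation: percent inhibition of filter-corrected integrated lipid droplet intensity per well.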
MgcRacGAP inhibition: MgcRacGAP GTPase-activating activity inhibitors, confirmation, biochemical, ADP Hunter fluorescence. AID 624330. inhibition, % at 30 µM, or IC50 in µM where a hit was titrated. MgcRacGAP-stimulated Rac1 GTP hydrolysis, ADP Hunter fluorescence; higher % means a stronger effect; GST-tagged Rac1 F28L mutant substrate. 0.6% of 340,000 active;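 active = first-screen hits whose inhibition reached a set limit at any dose in the follow-up dose series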;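 note: fluorescence reports GDP produced by GAP-driven GTP hydrolysis; strong numbers were not always called active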
GPR35 arrestin U2OS: inhibition of zaprinast-stimulated GPR35 beta-arrestin translocation – imaging, U2OS, beta-arrestin-GFP, zaprinast agonist, primary screen (AID 2058); 0.052% of 290,000 active; U2OS GPR35 beta-arrestin-GFP translocation imaging, zaprinast antagonism; higher % means a stronger effect; one-dose inhibition, % at 10 µM; IC50 in µM for titrated hits;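 active = inhibition of at least 50% with at least 30 cells and total cytoplasm GFP at most 10,000,000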
Large T inhibition: TAg ATPase/helicase activity blockers – biochemical (AID 1903); SV40 large T antigen ATPase/helicase inhibition assay; higher % means a stronger effect; one-dose inhibition, % at 20 µM; IC50 in µM for titrated hits; 0.39% of 310,000 active; in the data active = a potency from the dose series; note: strong numbers were not always called active
T cell modulator: modulates CD8 T cell binding to vesicles | 2C CD8+ T cell-vesicle binding, flow cytometry; stronger effect = lower value | calls only at 7 µM | AID 2052 | 0.068% of 330,000 active;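 active = response, share of CD8 T cells binding vesicles, and their 90th percentile fluorescence all below set limits, cut at about 80% in these data, passing the limit was not always enough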
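Benchmarks: naked versus QL9-loaded vesicles / Assay system: purified 2C TCR transgenic mouse naive CD8+ T cells / Technique: high-throughput flow cytometry with anti-B7-1 and anti-CD8 staining / Timing: Cell–vesicle co-incubation 1.5 h at 37 °C, staining 20 min on ice / Read-out: percent CD8+ FL2 mean versus row control / Probe or stimulus: QL9-loaded Drosophila micro-vesicles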
GPR55 beta-arrestin: selective activators of receptor GPR55 – imaging, U2OS cells, beta-arrestin-GFP redistribution, primary screen (AID 1961). U2OS GPR55 beta-arrestin-GFP redistribution imaging; higher % means a stronger effect. activation, % at 10 µM; hits with a dose series show EC50 in µM. 0.048% of 290,000 active;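 active = activation above 40% with more than 50 cells counted in the well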;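 note: U2OS osteosarcoma cells stably expressing GPR55 and beta-arrestin-GFP; plate controls were DMSO negative control for no effect and LPI positive control for full effect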
GPR55 antagonists: GPR55 antagonists blocking LPI-driven arrestin recruitment, primary screen, imaging, U2OS, beta-arrestin-GFP, LPI agonist (AID 2013); U2OS GPR55 beta-arrestin-GFP translocation imaging, LPI antagonism; higher % means a stronger effect; inhibition, % at 10 µM; hits with a dose series show IC50 in µM; 0.13% of 290,000 active;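 active = spots per cell inhibited over 60%, with over 100 cells counted and total cytoplasm intensity under 500,000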;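 note: U2OS cells stably carrying GPR55 and arrestin-GFP stimulated by 5 µM LPI near EC80; imaged beta-arrestin-GFP aggregate spots per cell after agonist stimulation; plate controls were LPI-stimulated DMSO wells for no effect and DMSO wells without LPI for full effect; some results filed as inactive read as strong as hits; confirmed hits need IC50 under 10 µM and bright autofluorescent wells are also inconclusive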
NTR1 ag: agonists of NTR1, primary screen, imaging, U2OS cells, beta-arrestin-GFP, high content (AID 493036); P30989; NTR1-U2OS beta-arrestin-GFP spot imaging, agonist mode; activation, % at 20 µM; 0.17% of 330,000 active;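 active = activation at or above 40% of the spot to cytoplasm intensity ratio, with at least 20 cells analyzed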;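 note: 0% = DMSO without peptide and 100% = 100 nM NTR1 peptide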
Target sequence (P30989 whole entry, looked up): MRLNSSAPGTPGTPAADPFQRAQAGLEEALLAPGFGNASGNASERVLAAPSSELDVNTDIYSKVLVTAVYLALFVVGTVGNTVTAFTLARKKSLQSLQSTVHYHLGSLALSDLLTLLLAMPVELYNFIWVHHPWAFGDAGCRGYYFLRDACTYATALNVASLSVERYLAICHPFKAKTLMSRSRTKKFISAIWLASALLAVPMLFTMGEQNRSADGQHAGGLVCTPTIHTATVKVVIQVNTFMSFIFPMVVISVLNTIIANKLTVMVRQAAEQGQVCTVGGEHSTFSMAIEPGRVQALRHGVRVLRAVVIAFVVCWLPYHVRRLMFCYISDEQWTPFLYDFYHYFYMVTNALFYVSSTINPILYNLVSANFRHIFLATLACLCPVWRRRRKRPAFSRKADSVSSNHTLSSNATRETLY
Lipid droplet cells 6.5 µM: recorded beside Lipid droplet, whose call it bears; cell count; measured here: cell count, cytotoxicity flag;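 cells counted across two imaged fields per well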
T cell modulator vesicle-bound %: further read-out of T cell modulator, marked with its call; double positive events, %; measured here: CD8+ vesicle-bound cell fraction;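 binding gate set so that unloaded-vesicle control wells show 10% double positive cells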
NTR1 ag cell count 20 µM: further read-out of NTR1 ag, marked with its call; cell count; measured here: cell count, cytotoxicity flag
Starred values were filed as active, the others as inactive; i = inactive; · = no result given. Rows were taken by chance; overall some 1.8% were active at least once.

SMILES	LYP inhibition	Lipid droplet	Lipid droplet cells 6.5 µM	MgcRacGAP inhibition	GPR35 arrestin U2OS	Large T inhibition	T cell modulator	T cell modulator vesicle-bound %	GPR55 beta-arrestin	GPR55 antagonists	NTR1 ag	NTR1 ag cell count 20 µM
Cc1nnc(SCC(=O)N2CCCCC2)s1	1%	-10	718	10%	-18%	6%	i	44	-0.3%	2%	0.0	45
COc1ccc(N2CCN(CC(=O)Nc3ccc(SC(F)F)cc3)CC2)cc1	5%	-6	686	8%	-5%	8%	i	59	-0.1%	-3%	-1.5	82
Cc1c(C(=O)NCCC2=CCCCC2)oc2ccc(S(=O)(=O)N3CCOCC3)cc12	6%	·	·	-3%	-4%	6%	i	25	-0.2%	14%	7.4	108
CCOc1nc(-c2ccc(Cl)cc2Cl)ccc1C#N	3%	14	685	7%	-7%	-2%	i	9	0.1%	-2%	3.1	96
CC(C(=O)N1CCCCC1)n1ncn2cccc2c1=O (stereo not given)	-10%	-3	727	9%	9%	9%	i	16	-0.1%	0%	0.2	36
O=C(CCCc1ccccc1)Nc1cccc(C(=O)O)c1	-7%	8	732	5%	3%	8%	i	56	-0.1%	16%	-0.7	40
COc1ccc(S(=O)(=O)N2CCCCCC2)cc1NC(=O)c1c2c(nc3ccccc13)CCN(Cc1ccccc1)C2	11%	-15	607	9%	12%	9%	i	54	0.0%	2%	-0.3	48
COC(=O)c1nn(-c2ccc(Cl)cc2)c(=O)cc1Sc1ccccn1	-7%	·	·	6%	0%	19%	i	12	0.0%	1%	1.5	89
CC(=O)n1cc([C@H]2C=C(C(=O)Nc3ccccc3)O[C@@H](OCc3ccc(CO)cc3)C2)c2ccccc21	0%	-22	626	-4%	-6%	8%	i	17	0.1%	16%	5.9	67
Cc1cccc(NC(=O)c2cccc(N3C(=O)C4CCC(C)CC4C3=O)c2)c1C (stereo not given)	-6%	4	865	5%	14%	9%	i	50	0.6%	10%	0.2	61
COc1cccc(C(=O)NCCS(=O)(=O)NCCCc2ccccc2)c1	·	·	·	-2%	·	13%	i	24	·	·	-0.5	42
Cc1ccc(NC(=S)NC(=O)c2c(-c3ccccc3Cl)noc2C)cc1	-5%	·	·	0%	3%	4%	i	24	0.4%	4%	5.2	73
CC(C)c1ccc(CN(C(=O)C2COc3ccccc3O2)C2CCS(=O)(=O)C2)cc1 (stereo not given)	7%	·	·	5%	6%	27%	i	58	-0.1%	-1%	2.6	88
CCCCOc1ccccc1C(=O)N(Cc1ccco1)C1CCS(=O)(=O)C1 (stereo not given)	-12%	51*	678*	7%	10%	6%	i	10	0.1%	-5%	-0.9	47
Cc1ccc(OCc2nnc(SCC(=O)C(C)(C)C)n2Cc2ccco2)cc1	-4%	·	·	11%	9%	12%	i	46	-0.2%	28%	1.6	60
CC(=O)c1ccc(S(=O)(=O)Nc2ccc(-n3c(C)nc4ccccc4c3=O)cc2)cc1	·	·	·	4%	·	12%	i	8	·	·	0.5	68
COc1ccc(C(=O)NCCc2nnc(SCC(=O)Nc3ccccc3F)n2C)cc1	-6%	-8	642	10%	-6%	11%	i	60	-0.2%	-1%	-1.3	66
CCn1nc(C)c(C2C(C#N)=C(N)OC3=C2C(=O)CCC3)c1C (stereo not given)	1%	14	650	10%	0%	4%	i	3	0.0%	8%	2.6	50
CC1CN(CCCCOc2cccc(Oc3ccccc3)c2)CC(C)O1 (stereo not given)	-6%	2	796	25%	10%	10%	i	42	0.2%	8%	-0.4	50
O=C(Cn1c(=O)sc2ccccc21)Nc1ccc2c(c1)OCCO2	-11%	·	·	6%	13%	-5%	i	13	-0.6%	-1%	0.5	82
N#Cc1c(N)nc2c(c1-c1ccc3c(c1)OCO3)CCCCCC2	-3%	·	·	7%	17%	14%	i	40	-0.3%	22%	3.0	68
C[C@@H](CN=[N+]=[N-])CN1CC[C@H](O)CCC1=O	-6%	1	795	11%	-3%	23%	i	25	0.7%	9%	7.3	85
NC(=O)Cc1ccc(Nc2nnc(-c3ccccc3)c3ccccc23)cc1	8%	-40	602	13%	-2%	5%	i	33	-0.1%	-2%	8.0	75
CCN(CC(=O)NC1CCS(=O)(=O)C1)c1nc(-c2cccnc2)nc2ccccc12 (stereo not given)	-13%	·	·	10%	0%	3%	i	21	-0.1%	-5%	1.3	48
COc1ccc(-c2ccc(NS(=O)(=O)c3cc([N+](=O)[O-])ccc3C)cc2)nn1	-4%	-17	615	8%	4%	13%	i	30	-0.1%	6%	-0.8	61
(more compounds)
SMILES	LYP inhibition	Lipid droplet	Lipid droplet cells 6.5 µM	MgcRacGAP inhibition	GPR35 arrestin U2OS	Large T inhibition	T cell modulator	T cell modulator vesicle-bound %	GPR55 beta-arrestin	GPR55 antagonists	NTR1 ag	NTR1 ag cell count 20 µM
Cc1cc(F)c(F)c(C(=O)NC2CC2)c1Cl	-4%	24	693	-7%	6%	-3%	i	20	-0.1%	9%	0.0	43
COc1ccc(NC(=O)CN(C)C(=O)c2oc3ccccc3c2C)cc1	-9%	1	673	12%	-9%	10%	i	32	-0.5%	9%	-0.1	61
Cc1ccn2cc(C(=O)NCc3ccco3)nc2c1	-8%	2	723	2%	1%	5%	i	22	-0.6%	-4%	0.4	50
CC(C)(C)NC(=O)N1c2ccccc2Sc2ccccc21	-4%	-4	843	9%	6%	7%	i	23	0.5%	3%	0.0	104
Cn1nc(-c2ccc(Cl)cc2)c2cc(C(=O)NCc3ccco3)sc21	-2%	·	·	12%	-3%	0%	i	21	0.2%	21%	6.5	66
O=c1c2ccccc2nnn1CSc1ccccc1	-5%	-45	464	7%	-6%	-3%	i	9	0.1%	5%	1.3	27
C=CCSC1=C(C#N)C(c2ccccc2Cl)CC(=O)N1 (stereo not given)	11%	-3	670	4%	-1%	1%	i	13	-0.1%	-1%	-0.3	54
O=C(CCCN1C(=O)c2ccccc2C1=O)NCC1CCCO1 (stereo not given)	-8%	·	·	5%	4%	-1%	i	28	0.5%	-6%	-0.5	82
CN1CCN(C(=S)Nc2ccc(Cl)cc2)CC1	-4%	0	692	5%	-9%	18%	i	56	0.2%	-3%	2.8	78
Cn1c(=O)c2c(nc(Sc3n[nH]c(N)n3)n2Cc2ccccc2Cl)n(C)c1=O	-3%	·	·	-2%	-10%	3%	i	28	-0.2%	-4%	0.4	87
N#CC1=C(S)N=C(N)C(c2nc(-c3ccccc3)cs2)C12CCCCC2 (stereo not given)	2%	-2	671	14%	-4%	11%	i	34	-0.1%	-11%	-0.4	30
Cn1c(SCC(=O)Nc2ccc3nc(SCC(=O)N4CCCC4)sc3c2)nnc1-c1ccccc1	2%	·	·	·	-4%	13%	i	9	-0.2%	9%	-0.3	32
CCn1ccnc1CN(C)C(=O)c1cc(COc2ccc(-n3cncn3)cc2)on1	-12%	0	698	11%	-6%	9%	i	35	-0.1%	-6%	-0.1	59
COc1ccccc1CCNC(=O)c1ccc(OC)c(OC2CCN(C(C)C)CC2)c1	-4%	-8	603	4%	1%	5%	i	6	-0.1%	16%	-0.7	63
CN(C)C(=O)[C@@H]1C[C@H]1[C@@H](NC(=O)OCc1ccccc1)c1ccccc1	4%	-8	729	-2%	5%	2%	·	·	-0.1%	3%	0.0	59
CCCCNC(=O)c1onc(CSc2ccc(F)cc2)c1C(=O)O	4%	·	·	-1%	3%	4%	i	30	-0.1%	-2%	-0.6	82
O=C(O)/C(=C\c1ccc(Br)cc1)NC(=O)c1cccs1	-3%	12	818	-1%	5%	7%	i	12	0.3%	9%	-1.4	59
COc1ccc(CCNC(=O)CSc2nnc3c(n2)[nH]c2ccc(F)cc23)cc1OC	3%	6	763	8%	5%	16%	i	29	0.3%	0%	-1.2	49
O=C(CCC(=O)Nc1ccccc1)NNC(=O)c1ccco1	1%	16	666	-2%	-14%	4%	i	7	0.1%	-1%	0.3	91
O=C(NCCc1cccc(F)c1)C1CCCN(c2nc3ccccc3s2)C1 (stereo not given)	3%	-18	811	3%	-3%	5%	i	17	-0.1%	6%	16	57
CCCc1nnc(NC(=O)c2cc3ccccc3o2)s1	-4%	1	834	2%	2%	12%	i	32	-0.2%	5%	-0.1	42
N/C(=N\OC(=O)Cc1ccccc1)c1cccc(Br)c1	-3%	12	728	-3%	-23%	2%	i	28	-0.2%	11%	0.1	70
NNc1nc(-c2ccccc2)cs1	0%	0	693	-2%	0%	19%	i	42	0.6%	5%	-0.1	47
O=C(Nc1ccc(S(=O)(=O)Nc2nccs2)cc1)c1cc(=O)[nH]c2ccccc12	-2%	8	731	7%	18%	4%	i	14	1.5%	-5%	2.3	60
CCCCCCC(=O)Nc1nc(C)c(-c2csc(Nc3ccc(Cl)cc3)n2)s1	4%	·	·	7%	7%	3%	·	·	0.3%	18%	5.4	35
Additional entries follow:
SMILES	LYP inhibition	Lipid droplet	Lipid droplet cells 6.5 µM	MgcRacGAP inhibition	GPR35 arrestin U2OS	Large T inhibition	T cell modulator	T cell modulator vesicle-bound %	GPR55 beta-arrestin	GPR55 antagonists	NTR1 ag	NTR1 ag cell count 20 µM
CC(=O)C1=C(C)NC(=O)NC1c1ccccc1 (stereo not given)	-9%	·	·	5%	-2%	3%	i	45	0.2%	3%	-0.7	81
Cc1cccc(NC(=O)Cc2coc3ccc4ccccc4c23)n1	-1%	57*	720*	0%	-4%	18%	i	40	-0.1%	-7%	4.1	56
CCc1nnc(NS(=O)(=O)c2ccc(NC(=S)NC(=O)c3ccc(Br)cc3)cc2)s1	1%	-1	602	10%	-9%	3%	i	8	-0.6%	9%	0.5	67
Cc1cc(NC(=O)CCC2CCCCC2)no1	-4%	-4	695	-7%	-6%	12%	i	17	-0.4%	-1%	6.7	85
CN1CCN(C(=O)c2ccc(CNS(=O)(=O)c3ccc(F)c(Cl)c3)cc2)CC1	-9%	-12	669	10%	-6%	4%	i	3	0.2%	-13%	0.8	55
CCOC(=O)c1ccc(NC(=O)CCOc2ccccc2)cc1	-4%	21	837	0%	-6%	24%	i	5	-0.1%	0%	0.3	68
